Screening data (PubChem)
mcGAS MS inh: inhibitors of Mus musculus cyclic GMP-AMP synthase, initial high-throughput assay, cell-free, RapidFire MS. Q8C6L5. recombinant mouse cGAS, cGAMP by RapidFire MS. inhibition, % at 12.5 µM. actives 0.18% (n = 130,000);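 active means inhibition of cGAS enzyme activity at or above 60%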;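 further: enzyme stimulated by 45 bp dsDNA with ATP and GTP substrates; cGAMP share of summed cGAMP plus half ATP and half GTP signals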
Target sequence (Q8C6L5 whole entry, looked up): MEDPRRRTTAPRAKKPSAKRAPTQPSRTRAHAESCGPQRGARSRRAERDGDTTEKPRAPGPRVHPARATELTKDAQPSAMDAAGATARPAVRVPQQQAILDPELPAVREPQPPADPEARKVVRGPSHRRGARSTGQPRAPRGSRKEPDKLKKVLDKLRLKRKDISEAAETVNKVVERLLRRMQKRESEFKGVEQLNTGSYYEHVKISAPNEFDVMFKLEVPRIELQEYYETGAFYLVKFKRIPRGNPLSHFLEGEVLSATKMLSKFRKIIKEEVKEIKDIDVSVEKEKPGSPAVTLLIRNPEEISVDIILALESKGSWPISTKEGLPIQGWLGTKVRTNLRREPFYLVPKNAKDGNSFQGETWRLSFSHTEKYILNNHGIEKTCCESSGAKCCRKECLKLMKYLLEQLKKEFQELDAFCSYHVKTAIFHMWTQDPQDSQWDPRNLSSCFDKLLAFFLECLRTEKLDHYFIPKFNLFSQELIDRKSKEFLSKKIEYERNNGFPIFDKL
Starred values were filed as active, the others as inactive; & = joins results of further samples. Only part of the results is shown (hit frequency here may not be typical).

SMILES	mcGAS MS inh
CCOC(=O)c1ccc(S(=O)(=O)N2CCCC2C(=O)Nc2ccc(C)cc2)o1 (centres undefined)	-5
Cc1ccccc1-n1ncc(C(C)NC(=O)c2n[nH]c3ccccc23)c1C (centres undefined)	-7&2
O=C(Cn1cc(Br)c(=O)[nH]c1=O)NCCC1CCCCC1	-53
O=C(Cc1ccccc1)N1CCN=C1SCc1cccc([N+](=O)[O-])c1	-8
Cn1ccnc1C(NC(=O)c1ccc2c(=O)n3c(nc2c1)CCC3)c1ccc(F)cc1 (centres undefined)	-14
CCc1c(C(=O)O)cnn1-c1ccccc1	-6
O=C1CC2(CCN(S(=O)(=O)c3ccc(-n4cccn4)cc3)CC2)CN1	-12
CC1(C(=O)NS(=O)(=O)Cc2cccc(Cl)c2)CCN1C(=O)c1cccc(F)c1 (centres undefined)	-14
CS(=O)(=O)N1CCC(Oc2ccccc2C(=O)N2C[C@@H]3CCC[C@H]2C3)CC1	-13
O=c1c2nnn(Cc3ccc(F)cc3)c2ncn1Cc1ccc(Br)cc1	6
Clc1cccc2c1CN(C1=NCCN1)C2	-16
CC(CNC(=O)c1cn(C2CCCCCC2)nn1)Oc1cccnc1 (centres undefined)	-12
O=C(NCc1cnn2ccccc12)c1ccnc(-n2cnnc2)c1	-44
O=C(NCc1ccco1)C(C1CCCC1)N1CCN(C(=O)C2CC2)CC1 (centres undefined)	-5
COc1ccc(CCc2nnc(CCC(=O)NCc3cnc4ccccn34)o2)cc1	9
CC1CCc2sc(-c3nnc(SCC(=O)Nc4ccnn4C4CCCC4)o3)cc2C1 (centres undefined)	-2
C#CCn1c(=NC(=O)c2ccccc2S(C)(=O)=O)sc2cccc(F)c21	-4
Cc1cccc(-n2nc3c(c2NC(=O)C24CC5CC(CC(C5)C2)C4)CS(=O)C3)c1C (centres undefined)	-6
CC(=O)N1C2CCCCC2S[C@H]2CCCCC21 (some centres undefined)	-10
COc1ccc(-c2ccc(=O)n(Cc3ccc(C(F)(F)F)cc3)n2)cc1OC	-9
O=C1CCC(C(=O)N2CCCO2)CN1Cc1cccc(C(F)(F)F)c1 (centres undefined)	3
COc1ccc(C2=NC(=Cc3ccc(C)s3)C(=O)O2)cc1OC	-9
Cc1ccc(C(NC(=O)CCc2c(C)nn(C)c2C)c2ccncc2)cc1 (centres undefined)	-27
O=C(Cn1cnc(-c2ccccc2)cc1=O)NCCc1ccccc1	-5

Not a retest: entries from further up.
SMILES	mcGAS MS inh
Cc1cccc(-n2nc3c(c2NC(=O)C24CC5CC(CC(C5)C2)C4)CS(=O)C3)c1C (centres undefined)	-6
CC(=O)N1C2CCCCC2S[C@H]2CCCCC21 (some centres undefined)	-10
COc1ccc(-c2ccc(=O)n(Cc3ccc(C(F)(F)F)cc3)n2)cc1OC	-9
O=C1CCC(C(=O)N2CCCO2)CN1Cc1cccc(C(F)(F)F)c1 (centres undefined)	3
COc1ccc(C2=NC(=Cc3ccc(C)s3)C(=O)O2)cc1OC	-9
Cc1ccc(C(NC(=O)CCc2c(C)nn(C)c2C)c2ccncc2)cc1 (centres undefined)	-27

(listing goes on)
SMILES	mcGAS MS inh
O=C(Cn1cnc2c(nnn2Cc2ccccc2)c1=O)N1CCCc2ccccc21	6
COc1cccc(C(=O)NCCNc2cc(N(C)C)nc(C)n2)c1	-4
CC(C)(C)C1CCC(NC(=O)CCCCn2ccnc2CO)CC1 (centres undefined)	-14
CC(c1nc2ccccc2s1)N(C)S(=O)(=O)/C=C/c1ccccc1 (centres undefined)	-8
Cc1cn2c3c(=O)n(C)c(=O)n(C)c3nc2n1CC(=O)C(C)(C)C	-10
CCN1CCc2c(sc3nc(C4CCCCC4)nc(N4CCNCC4)c23)C1	-6
O=c1[nH]c(SCc2csc(-c3ccc(F)cc3)n2)nc2sccc12	-9
Cc1ccc(OC2CCN(Cc3ccncc3)CC2)c(C(=O)N2C[C@@H]3CCC[C@H]2C3)c1	-7
CC(C)(Oc1ccc(Cl)cc1)C(=O)N1CCN(Cc2nc3ccccc3c(=O)[nH]2)CC1	5
CCc1c(C)nn(CC(=O)N2CCC(c3nn(C)c(=O)n3CC)CC2)c1C	-15
O=C(O)CC1CNCCN(C(=O)c2ccccc2-c2ccccc2)C1 (centres undefined)	6
COC(=O)c1ccc2c(c1)S(=O)(=O)N(C1CCCCC1C)C2=O (centres undefined)	-7
CS(=O)(=O)c1cccc(C(=O)Nc2c3c(nc4ccccc24)CCCC3)c1	2
CCNC(=O)Cc1cccc(N(Cc2ccccc2)C(=O)NC(C)(C)C)c1	-10
Cc1oc(-c2cc(F)cc(F)c2)nc1CN1CCC(C(=O)N2CCCC2)CC1	-15&-5
COc1ccc(C2CCCN2S(=O)(=O)/C=C/c2ccccc2)cc1OC (centres undefined)	-4
N#Cc1cccnc1N1CCN(S(=O)(=O)c2ccc(F)c(F)c2)CC1	-6
O=C(CC1S/C(=N/N=C\c2cccs2)NC1=O)Nc1ccccc1C(F)(F)F (centres undefined)	7
Cc1cccc(C)c1Cn1c(C)c(C(=O)NCc2ccccc2C(F)(F)F)sc1=O	-4
COc1ccc(CC(=O)N2CCOC(COCc3cccc(C(F)(F)F)c3)C2)c(OC)c1OC (centres undefined)	-5
CCn1c(C2CCCN(C/C=C/c3ccc(F)cc3)C2)n[nH]c1=O (centres undefined)	6
CC(C)(C)c1cc(NC(=O)CN2CCCSc3ccccc32)on1	-4
COc1ccc(-n2c(Cn3cccn3)n[nH]c2=O)cc1	-27
CC(C)N1CCC(NC(=O)CCC(=O)c2ccc3c(c2)OCCCO3)CC1	9
COc1cccc(C(C2Sc3nc(C)nn3C2=O)N2CCN(Cc3ccccc3)CC2)c1 (centres undefined)	-13
COC(=O)c1ccc(N2CCN(C(C)=O)CC2)c(NC(=O)c2ccc(OCc3ccccc3)cc2)c1	-6
O=C1CSC(=S)N1N1C(=O)C2C3C=CC(C3)C2C1=O (centres undefined)	-1
Cc1ccc(C2(c3noc(CN(C)Cc4nc5ccc(F)cc5[nH]4)n3)CCCC2)cc1	-10
CCCCC(C(N)=O)N1C(=O)C2C3C=CC(C3)C2C1=O (centres undefined)	1
O=C(NCCCN1CCCC1=O)C1CCN(c2nccc(Nc3ccccc3)n2)CC1	-1
Cc1cnc(CNC(=O)C2CCC(=O)N(CCCc3ccccc3)C2)cn1 (centres undefined)	-6&1
CC(OC(=O)c1ccc([N+](=O)[O-])o1)C(=O)Nc1ccccc1OC(F)F (centres undefined)	-16
CC(=O)c1c(N)nc2sc3c(c2c1C(F)(F)F)CCN(C(=O)Nc1ccc(F)cc1)C3	-6
Cc1cccnc1CN1CCN(Cc2c(C)nn(C)c2Cl)CC1	-15
CN1CCC[C@H]1c1cccnc1	-9&-3&1
COc1ccc(CCCNC(=O)C2CCC(=O)N(CCN3CCOCC3)C2)cc1 (centres undefined)	-4
O=C(Nc1ccc(Cl)cn1)C1CCN(c2cn[nH]c(=O)c2Cl)CC1	-3
COc1ccc(-n2c(-c3ccc(Br)cc3)c[n+]3c2CCC3)cc1	-2&48
CN1CCCC2(CCN(Cc3sc4ccccc4c3Cl)C2)C1=O (centres undefined)	-6
Cc1ccc(-c2nccn2-c2cccc(N3CCCC3=O)c2)o1	10
CC1(C(=O)NS(=O)(=O)c2ccc(Br)cc2)CCN1C(=O)c1cccc(F)c1 (centres undefined)	-21
CS(=O)(=O)c1ccc(S(=O)(=O)NC2C3CC4CC(C3)CC2C4)cc1 (centres undefined)	-8
C=CCN(Cc1cccnc1)Cc1ccccc1C	-18
CNC(=O)c1ccc(OC)c(-c2ccc3c(c2)OCCO3)c1	-16
Cc1ccc(C)c(NC(=O)CSc2ccc(-c3sc(-c4cccnc4)nc3C)nn2)c1	-11
Cc1[nH]c(C(=O)OCC(=O)N2CCC(C)CC2)c(C)c1C(=O)OC(C)C	-9
CC1(C(=O)NS(=O)(=O)c2ccc3c(c2)CCO3)CCN1C(=O)C1(c2ccc(Cl)cc2)CCC1 (centres undefined)	-9
Cc1cc(=O)[nH]c(-n2nc(C)c(CCC(=O)NCC3CCCO3)c2C)n1 (centres undefined)	-4

Molecules from the list above that contain an aryl thioether with sulfur outside any ring (three):
SMILES	mcGAS MS inh
CC1CCc2sc(-c3nnc(SCC(=O)Nc4ccnn4C4CCCC4)o3)cc2C1 (centres undefined)	-2
O=c1[nH]c(SCc2csc(-c3ccc(F)cc3)n2)nc2sccc12	-9
Cc1ccc(C)c(NC(=O)CSc2ccc(-c3sc(-c4cccnc4)nc3C)nn2)c1	-11

Next records follow.
SMILES	mcGAS MS inh
N#Cc1ccc(NC(=O)Cc2ccc(Cl)c(Cl)c2)cc1	-12
Cc1cccc(CN2CCCC3(CCN(Cc4cccc(OCCO)c4)C3)C2)c1 (centres undefined)	0
O=C(CSc1ccccn1)NC1CCCc2c1cnn2-c1ccc(F)cc1F (centres undefined)	-1
CC1(C)OC(=O)C(C(c2ccco2)C(C#N)C(N)=O)C(=O)O1 (centres undefined)	-8
O=c1[nH]c(=O)n(C2CC(O)C(CO)O2)cc1F (centres undefined)	-8
O=C(Oc1ccc2oc3c(c2c1)CCCC3)c1cccs1	-3
CN(Cc1cc(-c2ccccc2)n[nH]1)c1nccc(N2CCC(O)CC2)n1	-7
CC(C)CC1N=C2c3ccccc3N=C(SCc3cc(=O)n4ccccc4n3)N2C1=O (centres undefined)	-4
C=CCOc1ccc(CNn2cn[nH]c2=S)cc1OC	-4
COc1cc(C(C)NC(=O)C2CCN(c3ncccn3)CC2)ccc1OCC(C)C (centres undefined)	-24
Cc1ccc(NC(=O)C(C)Oc2ccc(F)c(F)c2)cc1F (centres undefined)	1
CCCC1CCc2ccccc2N1S(=O)(=O)c1ccc2c(c1)CCN2C(C)=O (centres undefined)	3

Random excerpt: 2 records from the list
SMILES	mcGAS MS inh
Clc1cccc2c1CN(C1=NCCN1)C2	-16
O=C(Cn1cnc(-c2ccccc2)cc1=O)NCCc1ccccc1	-5

Continuation.
SMILES	mcGAS MS inh
Cc1nc(N2CCN(C)CC2)ncc1-c1cc(=O)[nH]c(NCCc2ccccc2)n1	-42
COC1(C)CC(N(C)c2cc(Cl)nc(C)n2)C1(C)C (centres undefined)	-11
CN(Cc1cccnc1)C1CCN(CCc2ccccn2)CC1	-2
CCC1CCC(N(CC(=O)NC(C)C(=O)N(C)C)C(C)c2ccc(F)cc2)CC1 (centres undefined)	-8
Cn1c(SCc2nnc(-c3cccc(Cl)c3)o2)n[nH]c1=O	-5
CCN(CC)S(=O)(=O)c1cc(C)c(C)c(NS(=O)(=O)c2ccc(C(=O)O)cc2)c1	-9
CC(=O)NC(C(=O)Nc1nc(-c2ccc(C)s2)cs1)C(C)C (centres undefined)	-2
COc1ccc(S(=O)(=O)CC(=O)N2CCN(c3nc4c(C)ccc(Cl)c4s3)CC2)cc1	-4
CCOC(=O)C1(O)CSc2nc3sc4c(c3c(=O)n21)CCC4 (centres undefined)	-4
O=C(COc1cccc(C(F)(F)F)c1)NCCCn1nc(-c2ccco2)ccc1=O	7
Fc1ccc(C=NNC2=NCCCCC2)cc1	1
Cc1nc2sc3c(c2c(=O)[nH]1)CCC(C)C3 (centres undefined)	-9
Cc1nn(CC(=O)NC(C)C)c(=O)c2cccn12	-7
CN1CCN(n2ccc3c(cnc4nc(-c5ccccc5)nn43)c2=O)CC1	1
CCN(C(=O)c1cc2cc(Br)ccc2oc1=O)c1cccc(C)c1	-5
CC(Sc1nnc(-c2ccc(F)cc2)o1)c1ccc(F)cc1 (centres undefined)	-3
COC(=O)[C@@H]1C[C@H](NC(=O)Nc2ccc(OC)c(Cl)c2)CN1C	-22
O=S(=O)(NCc1ccccn1)c1ccc(S(=O)(=O)N2CCCC2)cc1	-11
COc1ccc(CC2CN(C(=O)c3ccc4nccnc4c3)CCO2)cc1 (centres undefined)	3
O=C(O)C1C2C=CC(C2)C1C(=O)NCc1ccco1 (centres undefined)	-20
Cc1n[nH]c(C)c1CC(C)C(=O)NCCc1nc2c(s1)CCCC2 (centres undefined)	-15
CC(C(=O)NCC#Cc1cccc(C(F)(F)F)c1)N1C(=O)C2CC=CCC2C1=O (centres undefined)	-3
CCn1c(C(=O)NCCCN(C)C)cc2oc(C)cc21	-3
CCCCn1nnnc1NCc1ccsc1	-11
CCCCCN(C)CCC(O)(P(=O)(O)O)P(=O)(O)O	-7
CN(C)P(=Nc1ccc([N+](=O)[O-])cc1Br)(N(C)C)C(C)(C)C	-33
CCc1[nH]c2c(CNc3cc(N4CCOCC4)ncn3)cc(C)cc2c1C	-17
COC(=O)c1ccc(Cn2nc(C3CC3)c3cnn(-c4ccc(F)cc4)c3c2=O)o1	-8
OC(c1ccc(Cl)c(F)c1)c1ncc(-c2ccccc2Cl)[nH]1 (centres undefined)	-2
Cc1cccn2c(=O)c3cc(C(=O)N(C)C)n(C)c3nc12	-7
Cc1[nH]c2ccccc2c1C(=O)COC(=O)C1(CC(=O)N2CCOCC2)CCCC1	1
CON1C(=O)c2ccccc2NC12CCN(Cc1coc3ccc(C(C)C)cc3c1=O)CC2	-5
O=C1CCCN1c1ccc(S(=O)(=O)Nc2ccc(I)cn2)cc1	-23
O=C(NCc1n[nH]c2c1CCCCC2)c1cnn2c1CCCC2	-31
O=C(NNc1nccc(C(F)(F)F)n1)C1CC(=O)N(Cc2ccc(F)c(Cl)c2)C1 (centres undefined)	-4
COc1cccc2cc(C(=O)NNC(=O)c3ccccc3)c(=O)oc12	10

A different layout for part of the listing above.
SMILES: Cc1cccn2c(=O)c3cc(C(=O)N(C)C)n(C)c3nc12
  mcGAS MS inh: -7
SMILES: CCCCCN(C)CCC(O)(P(=O)(O)O)P(=O)(O)O
  mcGAS MS inh: -7
SMILES: CCc1[nH]c2c(CNc3cc(N4CCOCC4)ncn3)cc(C)cc2c1C
  mcGAS MS inh: -17
SMILES: OC(c1ccc(Cl)c(F)c1)c1ncc(-c2ccccc2Cl)[nH]1 (centres undefined)
  mcGAS MS inh: -2
